Source: PubChem (several laboratories)
PMI inhibition = human PMI inhibitors, high substrate, primary screen, biochemical, fluorescence intensity, high mannose 6-phosphate (AID 1220); actives 0.66% (n = 190,000); recombinant PMI enzyme, coupled fluorescence intensity; higher % means a stronger effect; inhibition, % at 20 µM, or IC50 in µM where a hit was titrated
human PMI inhibition = MPI enzyme activity inhibition – biochemical, fluorescence intensity, coupled assay, primary screen (AID 1209); purified PMI enzyme, coupled fluorescence intensity; higher % means a stronger effect; inhibition, % at 20 µM, or IC50 in µM where a hit was titrated; actives 0.42% (n = 190,000);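 also: plate controls were DMSO vehicle for no effect and wells lacking substrate for full effect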
SIAH1 antagonists = Siah-1 peptide-binding antagonists, primary screen, biochemical, fluorescence polarization, rhodamine-plectin, uHTS (AID 1817) | Siah-1 / rhodamine-plectin peptide fluorescence polarization; higher % means a stronger effect | actives 0.02% (n = 290,000) | displacement, % at 20 µM; hits with a dose series show IC50 in µM;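 active = displacement of at least 50% at 20 µM, with a fluorescence ratio check between 0.3 and a set limit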;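 also: plate controls were Siah plus tracer with DMSO for no effect and tracer alone without Siah for full effect; strong numbers were not always called active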
XIAP displacement = small molecules displacing peptide from XIAP – biochemical, IAP family, fluorescence polarization (AID 1018); XIAP BIR domain, fluorescence polarization peptide displacement; higher % means a stronger effect; actives 0.007% (n = 200,000); one-dose displacement, % at 20 µM; IC50 in µM for titrated hits; in the data active = displacement above about 50%; also: a part of the inactive calls stands beside numbers as strong as those of hits
AID2073 = disruptors of CaV2.2 binding to Mint1 – biochemical, HTRF (AID 2073); HTRF protein-protein interaction, Mint1-CaV2.2; higher % means a stronger effect; inhibition, % at 20 µM; hits with a dose series show IC50 in µM; actives 0.19% (n = 290,000); in the data active = inhibition mostly above about 51%, no sharp cut-off; also: some results filed as inactive read as strong as hits
Dynein cargo inh = dynein cargo transport inhibition; actives 0.47% (n = 220,000); z-score, hits read low; 3617.4 mouse cells, GR-EGFP nuclear translocation imaging; test concentration mostly 20 µM; stimulated with dexamethasone, 1 µM; stronger effect = lower value; AID 1381;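 active = plate z-score of nuclear minus cytoplasmic receptor signal below a set negative limit, without overly bright fluorescence or cell loss, cut at about -3.5 in these data, passing the limit was not always enough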;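 also: z-score of nuclear minus cytoplasmic ring GR-EGFP intensity difference per well; some compounds called inactive have numbers as strong as hits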
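Schedule: 48 h induction, then 1 h compound, then 30 min agonist, 37 °C. Buffer or medium: tetracycline-free induction medium containing charcoal-stripped FBS. Reagent: 1.0 µM final dexamethasone stimulus. Evaluation: nuclear versus cytoplasmic GR-EGFP signal, averaged per well. Signal: high-content fluorescence imaging after fixation.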
LYP inhibition = PTPN22 lymphoid phosphatase activity blockers – biochemical, fluorescence intensity, uHTS (AID 1779) | recombinant LYP phosphatase, fluorescence intensity; higher % means a stronger effect | inhibition, % at 11.5 µM, or IC50 in µM where a hit was titrated | actives 0.054% (n = 290,000);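 also: plate controls were vehicle with enzyme for no effect and no enzyme for full effect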
P. falciparum M1AAP = malaria alanyl aminopeptidase activity blockers – biochemical, fluorogenic H-Leu-NHMec substrate, 1536-well (AID 1445); recombinant M1AAP, H-Leu-NHMec fluorogenic kinetic assay; higher % means a stronger effect; actives 0.42% (n = 220,000); one-dose inhibition, % at 30 µM; IC50 in µM for titrated hits;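 active = primary inhibition above the hit cutoff, then over 50% inhibition at one or more dose response concentrations, cut at about 23% in these data, passing the limit was not always enough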;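 also: plate controls were DMSO full reaction for no effect and no enzyme background for full effect; strong numbers were not always called active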
M17LAP inhibition = P. falciparum M17LAP inhibitors, primary screen, biochemical, fluorogenic H-Leu-NHMec substrate, 1536-well (AID 1619); recombinant M17LAP, H-Leu-NHMec fluorogenic kinetic assay; higher % means a stronger effect; inhibition, % at 30 µM, or IC50 in µM where a hit was titrated; actives 0.38% (n = 220,000);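 active = compound inhibiting the enzyme by more than half at any dose during confirmatory dose-response retesting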;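 also: plate controls were full reaction with DMSO carrier for no effect and no enzyme background for full effect; strong numbers were not always called active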
Dynein cargo inh cytoplasmic EGFP = further read-out of Dynein cargo inh, marked with its call; z-score; measured here: cytoplasmic GR-EGFP intensity; stronger effect = higher value
Dynein cargo inh nuclear GR-EGFP = also measured in Dynein cargo inh; calls as there; z-score; measured here: nuclear GR-EGFP intensity;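 lower value marks the stronger effect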
Dynein cargo inh cell count = also measured in Dynein cargo inh; calls as there; z-score; measured here: cell count per field
* = called active by the depositor; · = no result given. Rule as the data show it, unless noted: active = inhibition above about 50%; inactive = the rest.

SMILES	PMI inhibition	human PMI inhibition	SIAH1 antagonists	XIAP displacement	AID2073	Dynein cargo inh	Dynein cargo inh cytoplasmic EGFP	Dynein cargo inh nuclear GR-EGFP	Dynein cargo inh cell count	LYP inhibition	P. falciparum M1AAP	M17LAP inhibition
COc1cc(/C(C)=N/NC(=O)CSc2nc3ccccc3[nH]2)ccc1O	·	·	2%	·	12%	0.062	-0.26	0.69	-0.81	0%	11%	8%
COc1ccc(-n2nc3c(c2NC(=O)c2ccc(Br)cc2)CS(=O)C3)cc1 (stereo unspecified)	-2%	2%	-1%	-18%	-5%	0.15	-0.17	0.14	-0.52	-8%	13%	-49%
Nc1nonc1C(=O)NCCc1ccccc1	0%	-3%	-2%	-3.7%	-4%	-0.96	-0.3	-0.55	1.1	-7%	-6%	-3%
CN1CCN(C(=O)NC2CCCCC2)CC1	-2%	-1%	8%	-15%	-7%	0.14	-0.28	-0.016	1.5	-4%	1%	17%
CC(C)C1Oc2ccccc2N(CC(=O)N(Cc2ccccn2)C2CC2)C1=O (stereo unspecified)	3%	3%	2%	-3.2%	8%	-0.9	-0.066	-0.2	-0.68	-6%	-2%	5%
CCOC(=O)CC(=O)CSc1ccc2nnc(-c3ccc(C)cc3)n2n1	-2%	0%	3%	-5.1%	21%	-0.53	-0.29	-0.38	1.5	1%	12%	-9%
CCC(=O)Oc1ccc(C(=O)Nc2cccc(C(=O)c3ccccc3)c2)cc1	12%	16%	7%	-17%	8%	-0.1	-0.22	-0.35	0.3	6%	-4%	8%
CCOC(=O)C1CCN(C(=O)c2ccc(N(C)S(=O)(=O)c3ccc(OC)cc3)cc2)CC1	0%	1%	7%	-3.7%	-8%	2.4	0.45	1.5	-1.8	-3%	4%	2%
Cc1cccc(Cn2c(N3CCN(c4ccccc4)CC3)nc3c2c(=O)n(C)c(=O)n3C)c1	10%	9%	13%	-0.9%	8%	-0.31	-0.22	-0.22	0.2	-6%	3%	-5%
CN1CCN(C(=O)c2ccccc2N(Cc2ccccc2)S(=O)(=O)c2ccccc2)CC1	-7%	-10%	4%	-4.8%	-2%	0.28	0.079	1.1	-1.1	-1%	4%	-3%
C#CCN(C(=O)CC1C(=O)NCCN1C/C=C/c1ccccc1)C1CCCCC1 (stereo unspecified)	11%	11%	6%	-8.5%	-2%	0.78	-0.088	0.47	-0.14	-3%	4%	9%
CC(C)OC(=O)c1cccc(C(=O)Oc2ccc(Br)cc2)n1	9%	5%	6%	-7.9%	3%	-0.88	-0.14	-0.22	-0.35	-4%	4%	9%
CCc1ccc(NC(=O)CSc2nnc(Cn3c(=O)sc4ccccc43)n2C)cc1	1%	-3%	11%	-3.4%	3%	-1.1	-0.16	-0.23	0.19	-1%	3%	-10%
CCOC(=O)C1(Cc2cccc(OC)c2)CCN(Cc2ccccc2OC)CC1	3%	2%	2%	-0.2%	-14%	-0.12	-0.31	0.15	0.025	-4%	5%	5%
O=C(C(Sc1ccccc1)c1ccccc1)N1CCN(c2ccccc2)CC1 (stereo unspecified)	11%	11%	0%	-3.9%	4%	0.33	-0.22	0.045	-0.56	8%	2%	-12%

Record cards, as listed above. Order of values: PMI inhibition, human PMI inhibition, SIAH1 antagonists, XIAP displacement, AID2073, Dynein cargo inh, Dynein cargo inh cytoplasmic EGFP, Dynein cargo inh nuclear GR-EGFP, Dynein cargo inh cell count, LYP inhibition, P. falciparum M1AAP, M17LAP inhibition
COc1cc(/C(C)=N/NC(=O)CSc2nc3ccccc3[nH]2)ccc1O as listed: ·, ·, 2%, ·, 12%, 0.062, -0.26, 0.69, -0.81, 0%, 11%, 8%
CCOC(=O)CC(=O)CSc1ccc2nnc(-c3ccc(C)cc3)n2n1 as listed: -2%, 0%, 3%, -5.1%, 21%, -0.53, -0.29, -0.38, 1.5, 1%, 12%, -9%
COc1ccc(-n2nc3c(c2NC(=O)c2ccc(Br)cc2)CS(=O)C3)cc1 (stereo unspecified) as listed: -2%, 2%, -1%, -18%, -5%, 0.15, -0.17, 0.14, -0.52, -8%, 13%, -49%

New compounds follow
SMILES	PMI inhibition	human PMI inhibition	SIAH1 antagonists	XIAP displacement	AID2073	Dynein cargo inh	Dynein cargo inh cytoplasmic EGFP	Dynein cargo inh nuclear GR-EGFP	Dynein cargo inh cell count	LYP inhibition	P. falciparum M1AAP	M17LAP inhibition
O=C(COC(=O)C1CCCCC1C(=O)N1CCc2ccccc21)NCc1ccco1 (stereo unspecified)	8%	4%	15%	-6.0%	41%	0.4	-0.18	1.1	-0.53	-4%	13%	8%
C=C(C)c1cccc(C(C)(C)NC(=O)Nn2cnnc2)c1	2%	0%	0%	-4.5%	4%	2.4	-0.28	1.3	-1.1	5%	9%	2%
Cc1cc(C)n2c(SCC(=O)NC3CCCC(C)C3C)nnc2n1 (stereo unspecified)	-4%	-7%	-5%	-7.1%	40%	-0.43	-0.18	-0.13	0.1	0%	2%	7%
CCOC(=O)c1cc(-c2ccc(F)cc2)n(CC(=O)NCc2cccnc2)c1C	-11%	-10%	7%	-5.6%	6%	-0.043	-0.22	-0.34	0.15	0%	5%	-5%
COCCCNC(=O)/C(C#N)=C/c1cccc(NC(=O)c2ccccc2Cl)c1	-5%	3%	5%	-4.7%	1%	0.26	-0.2	0.28	-0.58	-6%	16%	12%
Cc1cc2c3c(ccc(C)c3n1)N=CN2c1ccccc1	1%	2%	2%	-5.6%	28%	-0.22	-0.21	-0.27	-0.17	1%	7%	-59%
COc1ccc2ccccc2c1C(=O)/C=C\c1ccoc1	50%*	28%	17%	0.6%	32%	-0.71	-0.13	-0.73	0.037	5%	9%	40%
CCC1C(=O)N=C(SCC(=O)Nc2ccc(S(N)(=O)=O)cc2)NC1=O (stereo unspecified)	10%	12%	2%	-5.6%	-3%	2	0.044	1.1	-1.5	-8%	-14%	-3%
COc1ccc(C(=O)N/C(=C\c2cn(C)c3ccccc23)C(=O)OCCN(C)C)cc1	·	·	6%	·	-4%	-0.3	-0.26	-0.22	0.51	-2%	11%	11%
CCOC(=O)/C=C1\SCC(=O)N1CC(=O)Nc1cccc(F)c1	-1%	-3%	10%	-1.0%	3%	1.4	-0.2	0.8	-0.05	-4%	-3%	-1%
CCOc1ccc2nc(NC(=S)NCc3ccccc3)sc2c1	1%	4%	-1%	-1.0%	-1%	-0.016	-0.16	0.11	0.29	1%	4%	4%
COCc1cc(C)nc(SCc2nc3ccccc3c(=O)[nH]2)c1C#N	-2%	0%	3%	-2.9%	6%	0.29	-0.094	0.3	-1.5	-3%	-3%	-5%
O=C(NC1=NCCS1)c1ccc2c(c1)C(=O)N(Cc1ccco1)C2=O	18%	21%	0%	-5.8%	12%	0.5	-0.28	0.38	1.5	4%	10%	12%
Cc1cc(O)c(C(C)C)cc1N=Cc1ccccc1O	·	·	1%	·	-16%	-0.63	-0.25	-0.7	0.95	-10%	5%	7%
Clc1ccc(-n2ncc3c(NCc4ccco4)ncnc32)cc1	-19%	-15%	-5%	-2.8%	1%	-0.75	-0.5	-0.31	0.46	-5%	-1%	-2%
COC(=O)C1=C(N)n2c(s/c(=C\c3cccnc3)c2=O)=C(C(=O)OC)C1c1cccnc1 (stereo unspecified)	-6%	-4%	-2%	-6.9%	4%	0.27	-0.23	-0.13	0.2	-10%	16%	6%
N#Cc1c(NC(=O)CSC2=NCCS2)sc2c1CCCC2	4%	8%	-1%	-6.6%	30%	1.1	-0.26	0.6	-0.85	8%	9%	19%
C=C(C)CSc1nc(N)c2c3c(sc2n1)CCC3	14%	8%	-1%	-2.4%	-7%	-0.23	-0.28	-0.07	0.092	2%	0%	-14%
Cc1cc(NC(=O)CS(=O)(=O)c2cn(Cc3ccc(F)cc3)c3ccccc23)no1	12%	6%	-1%	-2.1%	-7%	0.41	0.19	0.36	-0.58	-3%	3%	-33%
Cc1ccc(-n2c(C)cc(/C=N/NC(=O)c3ccncc3)c2C)cc1	12%	12%	-2%	-5.8%	-6%	0.9	-0.16	0.15	-1.1	4%	6%	-1%
CC(=O)N1N=C(c2ccc(C)cc2)CC1c1ccc2c(c1)OCO2 (stereo unspecified)	·	·	8%	·	4%	-0.39	-0.18	-0.45	0.34	0%	8%	4%
Clc1nc(NCc2cccnc2)nc(N2CCOCC2)n1	-8%	-15%	5%	-1.3%	11%	-0.39	-0.3	0.053	0.63	-5%	2%	4%
CCOC(=O)c1cc(-c2ccccc2)nc2c1c(C)nn2-c1ccccn1	13%	13%	1%	-8.5%	15%	-0.28	-0.2	-0.17	0.42	3%	10%	-3%
COc1cc(/C=N/Nc2nc(Nc3ccc(C)cc3)nc(-n3nc(C)cc3C)n2)cc(OC)c1OC	0%	1%	-8%	·	7%	0.22	-0.24	-0.082	0.2	-2%	0%	-1%
COc1ccc(OC)c(NC(=O)CC(Cc2ccccc2OC)C(=O)O)c1 (stereo unspecified)	11%	6%	4%	-1.7%	-13%	-1	-0.21	-0.35	0.16	-8%	8%	20%
COC(=O)c1c(C)n(-c2ccc(OC)cc2)c2ccc(O)cc12	15%	19%	2%	-1.9%	-4%	-1.5	-0.23	-0.74	-0.21	-4%	1%	6%
Cc1cccc2cc(COC(=O)C(C)C)c(=O)[nH]c12	-1%	6%	0%	-4.3%	5%	1	-0.032	0.96	-1.1	-8%	1%	1%
COc1ccc(-c2nnn(CC(=O)N(Cc3cccs3)C(C)C(=O)NCCC(C)C)n2)cc1OC (stereo unspecified)	-1%	6%	4%	-2.1%	-1%	0.45	-0.27	0.19	0.38	-3%	1%	-4%
Cc1cc(C)n(/N=C/c2ccccc2O)c(=O)c1	9%	9%	-1%	-5.2%	6%	1.1	-0.22	0.19	-0.16	-5%	15%	29%
CN(C)c1ccc(/C=N/O)cc1	44%	20%	0%	-14%	-13%	0.88	-0.2	0.048	-1.2	-1%	10%	0%
COc1cc(/C=C(/C#N)c2nc3ccccc3[nH]2)ccc1OCC(=O)Nc1ccccc1C	8%	-6%	6%	-12%	19%	3	3	3.2	-5.8	1%	9%	-3%
COc1ccc(Cl)c(NCCC(=O)O)c1	10%	-4%	2%	-3.0%	0%	-0.9	-0.28	-0.88	1.6	-1%	34%	11%
COc1ccccc1NC(=O)C(NC(=O)OC(C)(C)C)C(C)OCc1ccccc1 (stereo unspecified)	5%	8%	0%	-0.5%	-8%	-0.45	-0.22	-0.63	0.11	0%	13%	2%
COC(=O)c1cc(NC(=O)c2cc(C(C)(C)C)nn2Cc2cccc(C)c2)ccc1N1CCOCC1	·	·	8%	·	14%	0.3	-0.26	0.56	1.2	9%	3%	-8%
CC1CCC(C(C)C)C(OC(=O)C[n+]2cc(-c3ccc(Cl)cc3)n3c2CCCCC3)C1 (stereo unspecified)	0%	-6%	-4%	-3.9%	14%	-1.8	0.68	-0.76	-0.013	-7%	2%	-4%
